# AmpC inh no detg: blocks E. coli AmpC beta-lactamase in detergent-free assay. AmpC nitrocefin hydrolysis, absorbance 480 nm, 0.0001% Triton. Potency, µM (doses to about 57.1 µM), for inactives: top-dose activity change, negative = inhibition, actives largely listed as inhibitors. hit rate 0.52% among 330,000;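 further: potency means the concentration at half of the fitted maximal effect; plate controls were no compound for no effect and no enzyme for full effect; nearly all actives have a fitted effect of over 20% in size; some results filed as inactive show a strong effect at the top dose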
# Target sequence (P00811 whole entry, looked up): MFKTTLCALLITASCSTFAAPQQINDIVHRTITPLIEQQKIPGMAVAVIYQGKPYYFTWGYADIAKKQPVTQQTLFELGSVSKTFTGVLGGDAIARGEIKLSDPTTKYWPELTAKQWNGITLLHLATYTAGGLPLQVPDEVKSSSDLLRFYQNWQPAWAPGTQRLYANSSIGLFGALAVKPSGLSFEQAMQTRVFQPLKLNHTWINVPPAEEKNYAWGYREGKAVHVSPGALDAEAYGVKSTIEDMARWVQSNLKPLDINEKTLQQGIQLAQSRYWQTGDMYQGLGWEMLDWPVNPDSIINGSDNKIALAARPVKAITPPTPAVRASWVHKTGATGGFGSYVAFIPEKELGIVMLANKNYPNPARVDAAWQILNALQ
#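 AmpC (5.3 nM in the dispensed reagent) in 20 mM phosphate pH 7.0 with 0.01% (detergent screen) or 0.0001% Triton X-100 was preincubated with compounds for 15 min at room temperature. Nitrocefin was then added from an 800 uM solution, and hydrolysis was followed at 480 nm.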
# FBPA Giardia inh: inhibitors of Giardia lamblia fructose-1,6-bisphosphate aldolase; purified Giardia FBPA; Potency, µM (titrated, usually from 59.6 µM), for the others: at the top dose activity, negative = inhibition, most hits filed as inhibitors; hit rate 0.71% among 290,000; AID 2451; further: potency means the concentration at half of the fitted maximal effect; nearly all actives have a fitted effect of over 55% in size
# Target sequence (A8B2U2 whole entry, looked up): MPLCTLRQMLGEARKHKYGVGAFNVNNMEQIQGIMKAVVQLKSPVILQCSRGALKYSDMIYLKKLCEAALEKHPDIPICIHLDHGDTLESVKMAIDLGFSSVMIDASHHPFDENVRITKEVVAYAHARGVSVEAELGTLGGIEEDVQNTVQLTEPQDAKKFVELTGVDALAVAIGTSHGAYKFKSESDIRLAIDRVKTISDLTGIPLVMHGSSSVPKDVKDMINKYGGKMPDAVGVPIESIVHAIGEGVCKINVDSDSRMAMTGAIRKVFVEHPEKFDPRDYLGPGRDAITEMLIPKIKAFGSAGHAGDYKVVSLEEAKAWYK
#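 40 nM FBPA preincubated 10 min at RT with compound (up to 57.5 uM final), then substrate plus GAPDH/TPI/NAD/arsenate coupling and diaphorase/resazurin added. Fluorescence read after 20 min at RT, 525/598 nm.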
# HCV inh: blocks hepatitis C virus; Huh7.5.1 HCVcc-Cre infection, luciferase reporter, 44 h; Potency, µM (doses to about 41.8 µM), for the others: at the top dose activity change, negative = inhibition, usual class: inhibitors; hit rate 3.4% among 340,000; AID 651820; further: potency means the concentration at half of the fitted maximal effect
#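 Whole-lifecycle infectious HCVcc-Cre system; cells 1,000/well, compound then virus (~0.5 moi) added 4 h after plating, 44 h culture. Luciferase read 15 sec following 15 min substrate incubation, room temp.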
# Sm TGR inh: inhibitors of Schistosoma mansoni thioredoxin glutathione reductase; purified TGR, DTNB reduction, TNB absorbance 405 nm; AID 485364; Potency, µM (top dose mostly 114 µM), for inactives: at the top dose activity change, negative = inhibition, actives largely listed as inhibitors; hit rate 3% among 360,000; further: potency means the concentration at half of the fitted maximal effect; nearly all actives have a fitted effect of over 60% in size
#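 First, TGR (20 nM dispensed) and NADPH were mixed with compound. Second, a 15 min room-temperature incubation followed. Third, further NADPH and then DTNB were added to start the reaction. Finally, TNB absorbance was monitored kinetically.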
# HCMV antiviral: human cytomegalovirus inhibition. HFF cells, HCMV-luciferase reporter, 72 h; active compounds read low. activity change, negative = inhibition, % at 57.5 µM. hit rate 4.5% among 410,000. AID 1259415; in the data active means activity change below about -60%; inconclusive means no clear call, values can overlap the other calls; inactive means above about -39%
#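 Steps: HFFs plated, 16 h 37C; compounds added; HCMV-luciferase added to MOI 1 PFU/cell; 72 h 37C; OneGlo reagent, 5 min room temperature; luminescence read, normalized to controls.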
# AmpC detergent: blocks E. coli AmpC beta-lactamase in detergent assay. AmpC hydrolysis of nitrocefin, absorbance 480 nm, 0.01% Triton. Potency, µM (doses to about 114 µM), without a hit: at the highest dose activity change, negative = inhibition, hits mostly inhibitors. AID 485294. hit rate 0.041% among 370,000. P00811;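 further: potency means the concentration at half of the fitted maximal effect; 0% = no-compound wells and -100% = no-enzyme wells; nearly all actives have a fitted effect of over 25% in size; some results filed as inactive show a strong effect at the top dose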
#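 AmpC (5.3 nM in the dispensed reagent) in 20 mM phosphate pH 7.0 with 0.01% (detergent screen) or 0.0001% Triton X-100 was preincubated with compounds for 15 min at room temperature. Nitrocefin was then added from an 800 uM solution, and hydrolysis was followed at 480 nm.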
# Numbers without * were called inactive; ? = inconclusive; · = not tested or not shown; & = joins results of further samples; [ ] = dose if it differs, or a comment. Unless noted, the call rests on the fitted dose curve; in most records, active means well fitted curve in the direction sought with a large enough effect; inconclusive means small, poorly fitted or top-dose-only effect, or another doubt; inactive means no such curve, though single readings can be large; an effect the other way counts as inactive or inconclusive. Unless noted, on the % scale 0 is the no-effect control and ±100 the full control effect.
SMILES,AmpC inh no detg,FBPA Giardia inh,HCV inh,Sm TGR inh,HCMV antiviral,AmpC detergent
NC(=O)c1cc(S(=O)(=O)NCc2ccc(F)cc2)cs1,-10%,-6%,-1%,11%,-39,-9%
COCC(C)NCc1cccc(OC)c1OC (stereo unspecified),-25%,-24%,7%,25%,23,?
O=C(CN1CCN(S(=O)(=O)N2CCCCC2)CC1)Nc1ccc(Br)cc1,-3%,8%,-23%,-24%,-6,1%
CCOC(=O)c1ccccc1NC(=O)COC(=O)CCC(=O)N1CCOCC1,22%,11%,?,4%,-10,-14%
CC1CC(C)CN(S(=O)(=O)c2ccc3c(c2)oc(=O)n3CC(=O)NCCCOC(C)C)C1 (stereo unspecified),56%,·,3%,-4%,4,1%
CN1CCN(c2nc3ccccc3o2)CC1,-16%,0%,13%,-6%,17,0%
C/C(N)=C(/C#N)C(=O)COC(=O)CNS(=O)(=O)c1ccc(F)c(F)c1F,-6%,2%,8%,3%,-32,-1%
COc1ccc(NC(=O)c2cc(S(=O)(=O)NCC3COc4ccccc4O3)ccc2F)cc1 (stereo unspecified),-10%,1%,?,7%,?,-6%
COc1ccccc1C(=O)N1CCC(N2CCN(c3ccccc3)CC2)CC1,18%,-25%,1%,16%,26,-4%
COc1cccc(C(=O)Nc2ccc(S(=O)(=O)Nc3nccc(C)n3)cc2)c1,-17%,-2%,14%,17%,-15,2%
O=c1[nH]c(=O)n(Cc2ccc(F)cc2)c(O)c1C=NCCN1CCCCC1,-4%,0%,21%,?,7,3%
O=[N+]([O-])c1cccc(CN2CCN(S(=O)(=O)Cc3ccccc3)CC2)c1,95%[activator],·,-3%,0%,-13,-3%
Cc1csc(NC(=O)c2cc(-c3ccccc3)nc3ccccc23)n1,-35%,-5%,?,1%,?,-8%
c1nc(N2CCNCC2)c2sc3nc(N4CCOCC4)c4c(c3c2n1)CCC4,-4%,2%,·,2%,·,?
Cc1ccc(NC(=O)/C=C/C(=O)O)c(NC(=O)c2ccccc2)c1,-7%,4%,8%,4%,4,7%
c1ccc(Nc2nc(NCc3ccco3)c3ccccc3n2)cc1,-41%,-12%,4µM*,-1%,-66*,-1%
CCOC(=O)c1c(NC(=O)c2nn(CC)cc2Br)sc(C)c1C,-24%,0%,?,0%,-20,?
CC(=O)c1ccc(NS(=O)(=O)c2ccc(-c3cnc(C4CC4)o3)cc2)cc1,-12%,·,12%,1%&3%,1,-2%&-3%
CCN(C(=O)c1cc2cc(OC)ccc2oc1=O)c1ccccc1,-9%,6%,-27%,-4%,6,?
CCCCN(C(=O)c1ccc(S(=O)(=O)N(C)C)cc1)c1nc2ccccc2s1,-23%,-1%,29%,-4%,-2,-6%
O=S(=O)(NCc1csc(-c2cccnc2)n1)c1ccc(F)cc1,-5%,7%,-7%,0%,-22,-1%
O=C(N=Nc1c(O)[nH]c2ccc(Br)cc12)c1cc(-c2cccc3ccccc23)n[nH]1,-24%,0%,?,-9%,38,?
Cc1ccc(NC(CC(=O)c2ccccc2)c2ccc(F)cc2)cc1 (stereo unspecified),-34%,1%,8%,0%,-26,-7%
CCC(=O)NC(=S)Nc1c(C)cc(Br)cc1C,-37%,4%,0%,?,-26,1%
Cc1noc(C)c1-c1csc(N2CCC(C(N)=O)CC2)n1,-3%&1%,·,·,4%,163,?
Cc1ccc(N(C(=O)c2ccc3c(c2)OCO3)C2C=CS(=O)(=O)C2)cc1 (stereo unspecified),-4%,7%,4%,-4%,-29,?
CC(C)CC1c2[nH]c3ccccc3c2CCN1C(=O)c1cnccn1 (stereo unspecified),11%,0%,-6%,-31%,2,-2%
Cc1cc(C)c(/C=C/c2onc(C)c2S(=O)(=O)N2CCC(C(=O)NCC(C)c3ccccc3)CC2)c(C)c1 (stereo unspecified),·,·,·,-6%,43,-4%
CC(=O)OCc1nc2sc(C)c(C)c2c(=O)[nH]1,-22%,-15%,16%,-14%,-18,-4%
Cc1ccsc1C(=O)OCC(=O)N1CC(C)CC(C)C1 (stereo unspecified),-7%,·,-7%,·,25,·
COc1ccc(/C=C2/C(=O)NC(=O)N(c3ccc(C)c(C)c3)C2=O)cc1CN1C(=O)c2ccccc2C1=O,-13%,1%,26%,?,-13,?
O=S(=O)(c1ccc(Cl)cc1)c1nc(-c2cccc(Br)c2)oc1NCc1ccccc1,·,·,·,7%,11,13%
CC(=O)Nc1ccc(S(=O)(=O)NC(C)C(=O)NCC(c2ccco2)N2CCCCC2)cc1 (stereo unspecified),-21%,·,18%,2%,0,-7%
CCOC(=O)C(C)Oc1ccc(C2NC(=O)NC(C)=C2C(C)=O)cc1Br (stereo unspecified),-10%,11%,-1%,-4%,-29,-20%
CSc1cccc(NC(=O)C2CCCN(C(=O)c3cnn(-c4ccc(F)cc4)c3-n3cccc3)C2)c1 (stereo unspecified),·,·,·,6%,?,-2%
CC(C)C(=O)Nc1nc2ccc(S(C)(=O)=O)cc2s1,-12%,2%,-26%,·,34,-2%
Fc1cc(NCc2ccccc2)nc(NCc2ccccc2)n1,-15%,-6%,4%,-10%,78,-11%
CSc1ccc(S(=O)(=O)NCC(=O)OCC(=O)N(Cc2ccccc2)C(C)C)cc1[N+](=O)[O-],3%,·,-2%,1%,8,-20%
O=C(CN1C(=O)C2(SCC(=O)N2c2cccc(Cl)c2)c2ccccc21)NCc1ccccc1 (stereo unspecified),·,·,·,26%,-19,16%
COc1ccccc1NC(=O)CCn1c(=O)oc2cc(Cl)ccc21,·,·,·,?,8,6%
Cc1ccc(NC(=O)Nc2cc(C)on2)cc1,-26%,-8%,-5%,1%,32,-1%
O=C(CN1C(=O)c2ccccc2S1(=O)=O)NC1CCCCC1,-4%,11%,-19%,9%,-30,1%
COc1ccc(N2CCN(C(c3cccs3)C(C)NC(=O)c3ccc4c(c3)OCO4)CC2)cc1 (stereo unspecified),-9%,0%,?,-7%,?,-10%
Cc1ccc(Cn2ncc3c(NCCCN(C)C)ncnc32)cc1,-1%,-24%,-6%,-11%,-32,?
Cc1nc2nc(SCC(=O)O)nn2c(C)c1Cc1c(F)cccc1Cl,-30%,26%,-12%,-2%&2%,112&40,-1%&-2%
COc1ccccc1NS(=O)(=O)c1cc(NC(=O)C2CCCC2)ccc1N1CCOCC1,-16%,-17%,?,-3%,-19,-7%
CCc1ccc2nc3c(c(C(=O)O)c2c1)CCC3,-15%,-16%,-2%,6%,5,3%
Cc1noc(C)c1COc1ccc(C(=O)OC(C)C(=O)Nc2ccc(N3CCOCC3)cc2)cc1 (stereo unspecified),2%,-1%,2%&-20%,1%,48,?
Cc1ccc(OCC(=O)N2CCN(C(=O)c3ccncc3)CC2)cc1,-5%,5%,6%,1%,5,-3%
CCC/C=C(\CCC)C(NS(=O)(=O)c1ccc(C(F)(F)F)cc1)c1ccccc1 (stereo unspecified),?,-14%&-11%,-1%[8.37 µM],0%,·,-13%
# Going on with the list:
SMILES,AmpC inh no detg,FBPA Giardia inh,HCV inh,Sm TGR inh,HCMV antiviral,AmpC detergent
Fc1ccc(-c2nc3c(Cl)cc(C(F)(F)F)cn3c2Cl)cc1,-9%,1%,?,-3%,98,-7%
CN1CCN(CCCNc2c(C=O)c(=O)[nH]c3ccccc23)CC1,-5%,?,17%,-25%,2,-12%
O=C(CC1NCCN(Cc2ccccc2)C1=O)Nc1ccccc1 (stereo unspecified),-18%,0%,-6%,5%,1,-9%
Cc1ccc(-n2c(SCCC(C)C)nc3sc4c(c3c2=O)CC(C)(C)OC4)cc1,·,·,·,1%,3,-1%
CC(Sc1nnnn1C1CCCC1)C(=O)Nc1cccc(S(=O)(=O)N2CCOCC2)c1 (stereo unspecified),-8%,·,13%,-4%,-28,-10%
COc1ccc(NS(=O)(=O)c2cc3c4c(c2)CC(=O)N4CCC3)cc1Cl,·,·,·,0%,-19,2%
CCOc1ccc(NC(=O)CSc2cc(C)c3ccccc3n2)cc1,·,·,·,22%,?,5%
Cc1cc2c(cc1S(=O)(=O)CCC(=O)N1CCCC(C)C1)OCC(=O)N2 (stereo unspecified),·,·,·,-4%,4,13%
CCOC(=O)c1cnc2c(Cl)cc(Cl)cc2c1Nc1cc(C(=O)O)ccc1C,·,·,·,-1%,-10,6%
CCOc1ncccc1C(=O)OCC(=O)c1ccc[nH]1,-12%,-2%,1%,0%,2,?
Cc1cc(C(=O)N/N=C/c2cc(Cl)cc([N+](=O)[O-])c2O)c2ccccc2n1,-34%,?,-1%,-1%,?,?
CCN(C(=O)COC(=O)/C=C/c1cccc([N+](=O)[O-])c1)c1c(N)n(Cc2ccccc2)c(=O)[nH]c1=O,-12%,·,13%,-11%,0,?
O=C(Nc1ccccc1)/C(=C\c1cccs1)NC(=O)c1ccccc1,-17%,9%,0%,-5%,-21,-14%
Cc1nc(SCC(N)=O)[nH]c(=O)c1CCC(C)C,-8%,0%,0%,0%,9,-11%
Cc1ccc(N=Nc2c(C)[nH][nH]c2=O)c(C)c1,5%,4%,-22%,-14%,-10,?
CN1CCCN(C(=O)Cc2c(Cl)cccc2Cl)c2nc3ccccc3nc21,-9%,-11%,-5%,-16%,-13,-5%
CCOc1[nH]n(-c2ccccc2)c(=O)c1C=Nc1ccccc1,-40%,-6%,-10%,0%,?,-10%
CN1CCN(Cc2nc3c(c(=O)n(C)c(=O)n3C)n2Cc2cccc3ccccc23)CC1,19%,4%,?,0%,-10,-10%
CCOC(=O)c1c(C)[nH]c(C(=O)OCc2c(C)noc2C)c1C,26%,10%,11µM*,6%,-33,-11%
Cc1cc(C)cc(N(CC(=O)Nc2ccccc2)C2=NC3CS(=O)(=O)CC3S2)c1 (stereo unspecified),94%[activator],-5%,-16%,1%,-30,0%
Cc1ccccc1NC(=O)C1CCN(c2cnccn2)CC1,-19%,-13%,10%,-3%,-16,?
COc1cc(C(=O)NCCc2ccccc2)ccc1OCC(=O)N1CCOCC1,-4%,·,-3%,5%,0,-2%
CNC(=O)C1=C(C)Nc2nc3ccccc3n2C1c1cccc(OC)c1 (stereo unspecified),26%,-8%,-1%,-21%,58,?
COc1ccc(NC(=O)CN2CCN(c3ccccc3F)CC2)c(OC)c1,·,·,·,-2%,-8,7%

# Record cards, as listed above.
# COc1cc(C(=O)NCCc2ccccc2)ccc1OCC(=O)N1CCOCC1 is entered as AmpC inh no detg = -4%; FBPA Giardia inh = ·; HCV inh = -3%; Sm TGR inh = 5%; HCMV antiviral = 0; AmpC detergent = -2%
# COc1ccc(NC(=O)CN2CCN(c3ccccc3F)CC2)c(OC)c1 is entered as AmpC inh no detg = ·; FBPA Giardia inh = ·; HCV inh = ·; Sm TGR inh = -2%; HCMV antiviral = -8; AmpC detergent = 7%

# High-throughput results as filed in PubChem.
